Bioassay records deposited in PubChem by several laboratories.
iPSC survival up: enhancers of single-cell hiPSC survival, primary screen, ATPlite luminescence; 100% = ROCK inhibitor wells, 0% = DMSO; survival enhancement, % at 20 µM; actives 0.044% (n = 360,000); AID 602274, 2012; in the data active = survival enhancement above about 18%;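 note: cells exposed to compounds for 16 hours before the ATP read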
Cardio protect: cardioprotection against H2O2-induced cell death, primary screen, uHTS, H9c2 cells, ATPLite luminescence | AID 588492, 2011 | H9c2 cardiomyocytes, H2O2 injury protection, 2 h | protection from H2O2 cell death, % at 20 µM | actives 0.63% (n = 360,000);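 active = compounds giving at least 50% protection of heart cells from peroxide-induced death in the single-dose screen, raw or plate-pattern-corrected value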;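 note: 0% = DMSO wells with peroxide and 100% = DMSO wells without peroxide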
CaV13 FRET inh: Primary screen for inhibitors of IQ motif and Ca2+-dependent inactivation inhibitor domain binding in CACNA1D, Förster resonance energy transfer in living cells, …; HEK cells, CFP/YFP FRET ICDI-IQ, plate reader, 10 min; percent FRET-ratio fall versus neutral wells; inhibition, % at 12.3 µM; actives 0.098% (n = 340,000);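 active = mean replicate inhibition of at least 30% and at least 1% of replicates passing that level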;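 note: 0% = median of the neutral control wells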
HIF-2a block: HIF-2a reporter inhibitors, primary screen, luminescence, 786-0 RCC cells; 786-0 RCC cells HIF-2a reporter, luciferase luminescence, overnight; inhibition, % at 18.8 µM; actives 0.72% (n = 360,000); AID 624352, 2012;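 active = inhibition of the luminescence signal of 40% or more relative to plate controls, in a single-dose primary screen at 18.75 µM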
Peg3 prom inh: Peg3 promoter-driven luciferase inhibitors, primary screen, cell-based, HeLa, luciferase luminescence. AID 588405, 2011. inhibition, % at 20 µM. HeLa PEG-Prom luciferase reporter, overnight. actives 1.7% (n = 360,000);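 active = inhibition of at least 50% at 20 µM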
NR2E3 ag-1: inhibitors of NR2E3-RetCOR corepressor binding, primary screen, NR2E3 agonist project, biochemical, TR-FRET, GST-NR2E3, biotin-RetCOR; 1536-well; inhibition of corepressor binding, % at 4.78 µM; actives 0.12% (n = 320,000); AID 2300, 2010;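 active = percent inhibition above the cutoff of mean plus 3 SD of all tested compounds, set per screening campaign, cut at about 20% in these data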;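 note: 0% = DMSO wells and 100% = biotin wells as full block of FRET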
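System: GST-tagged NR2E3 plus biotinylated RetCOR corepressor; Buffer or medium: pH 7.5 Tris-based buffer; Probe or stimulus: RetCOR corepressor, biotinylated, 7 nM; Doses: compound at 4.8 µM, single dose; Schedule: 5 h incubation at 4 °C; Technique: time-resolved FRET; Evaluation: percent inhibition of TR-FRET ratio; Replication: one well per compound, singlicate testing.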
MITF TRPM1 inh: inhibitors of MITF-dependent TRPM1 promoter reporter, primary screen, cell-based, SK-MEL-5, single point, luciferase | SK-MEL-5 TRPM1 promoter luciferase, 24 h | inhibition, % at 12.5 µM | actives 0.83% (n = 330,000) | AID 488899, 2010;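 active = mean inhibition across replicates of 60% or more, whatever share of single replicates reaches that level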; note: values of inactives mirror those of a sister screen read the other way
PDI inh: inhibitors of human PDI, primary screen, biochemical, turbidity, single point, plate reader | inhibition, % at 10 µM | actives 0.052% (n = 350,000) | AID 588391, 2011 | Protein disulfide-isomerase (Homo sapiens), P07237 | PDI insulin aggregation turbidity, A650, 90 min;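 active = mean inhibition across replicates of 30% or more, whatever share of single replicates reach that level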;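 note: absorbance from insulin aggregation driven by PDI reduction with DTT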
Target sequence (P07237 whole entry, looked up): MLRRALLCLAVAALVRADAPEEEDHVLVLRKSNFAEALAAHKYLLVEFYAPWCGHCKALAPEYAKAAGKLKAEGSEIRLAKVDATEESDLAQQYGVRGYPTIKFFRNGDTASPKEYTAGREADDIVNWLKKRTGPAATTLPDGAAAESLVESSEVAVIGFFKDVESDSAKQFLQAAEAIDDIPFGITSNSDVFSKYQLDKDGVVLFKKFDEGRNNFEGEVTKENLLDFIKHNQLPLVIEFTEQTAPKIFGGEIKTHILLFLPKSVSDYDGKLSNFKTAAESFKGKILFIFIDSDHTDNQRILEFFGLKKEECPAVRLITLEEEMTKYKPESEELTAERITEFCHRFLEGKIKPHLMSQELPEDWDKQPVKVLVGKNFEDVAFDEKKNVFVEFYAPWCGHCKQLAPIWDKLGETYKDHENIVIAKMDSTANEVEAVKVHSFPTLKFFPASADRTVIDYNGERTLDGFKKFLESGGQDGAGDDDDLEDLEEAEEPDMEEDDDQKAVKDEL
NR2E3 ag-2: NR2E3 agonists in two-hybrid cells, primary screen, cell-based, luminescence, CHO-S, Gal4-NCOR/VP16-NR2E3; Photoreceptor-specific nuclear receptor (Homo sapiens), Q9Y5X4; luciferase; inhibition of corepressor binding, % at 3.98 µM; actives 0.35% (n = 360,000); AID 602229, 2012;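 active = inhibition above the mean of all tested compounds plus 3 SD, cut at about 70% in these data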;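 note: 0% = DMSO with NR2E3 transfected cells and 100% = cells lacking NR2E3 construct; higher means lower luciferase signal from less NR2E3 corepressor binding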
Shn3 3UTR inh: reduction of Shn3 3'UTR firefly luciferase signal, primary screen, Schnurri-3 inhibitor project, cell-based, Clone20 osteoblasts, set 2; actives 0.52% (n = 360,000); Clone20 osteoblast Shn3 3'UTR firefly luciferase, 24 h; AID 588674, 2011; inhibition, % at 12.5 µM;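 active = mean inhibition of at least 75% with every replicate also reaching 75%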;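 note: 0% = median of neutral control wells and 100% = pilot-screen positive control compound; some compounds past the cut are filed as inactive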
HTR2A ag: mouse Htr2a agonists via beta-arrestin recruitment, primary screen, cell-based, luminescence; AID 624169, 2012; 5-hydroxytryptamine receptor 2A (Mus musculus), P35363; CHO-K1 mHTR2A beta-arrestin complementation; percent of 30 µM serotonin response; actives 0.66% (n = 360,000); activation, % at 7.6 µM;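 active = activation above a run cutoff, the mean activation of all tested compounds plus 3 SD, cut at about 14% in these data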;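 note: 0% = plate median of compound wells and 100% = 30 µM serotonin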
Target sequence (P35363 whole entry, looked up): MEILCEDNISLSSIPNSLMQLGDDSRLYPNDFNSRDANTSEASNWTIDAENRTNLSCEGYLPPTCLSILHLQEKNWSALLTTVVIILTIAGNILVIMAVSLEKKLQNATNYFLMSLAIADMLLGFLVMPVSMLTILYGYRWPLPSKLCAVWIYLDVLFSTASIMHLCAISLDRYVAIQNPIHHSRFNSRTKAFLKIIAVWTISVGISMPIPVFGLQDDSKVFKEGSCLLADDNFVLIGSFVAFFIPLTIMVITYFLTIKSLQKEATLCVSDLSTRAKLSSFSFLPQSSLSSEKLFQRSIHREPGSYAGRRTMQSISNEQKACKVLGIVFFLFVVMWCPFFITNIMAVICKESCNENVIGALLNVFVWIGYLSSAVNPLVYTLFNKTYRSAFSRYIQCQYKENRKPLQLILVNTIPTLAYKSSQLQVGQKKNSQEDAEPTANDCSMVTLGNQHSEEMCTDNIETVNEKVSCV
* = called active by the depositor; · = no result given. No enrichment for hits. Share with any hit: about 3.9%.

SMILES	iPSC survival up	Cardio protect	CaV13 FRET inh	HIF-2a block	Peg3 prom inh	NR2E3 ag-1	MITF TRPM1 inh	PDI inh	NR2E3 ag-2	Shn3 3UTR inh	HTR2A ag
COc1ccc(N(CC(=O)Nc2ccc(C)cn2)S(=O)(=O)c2c(C)noc2C)cc1	3.5	-5	-3	25	15	1	1	-1	18	3	-2
O=C(c1cccc(S(=O)(=O)Nc2ccccc2Cl)c1)N1CCN(C(=O)c2ccco2)CC1	-0.5	-1	-3	9	12	1	7	4	-42	-16	10
COc1ccc(C(C)=O)cc1CSc1nnc(C)s1	0.1	10	·	-6	-15	2	12	-4	-4	4	-1
Cc1ccc(Nc2nc(Cl)nc3ncn(C)c23)c(C)c1	-2.2	1	-5	6	17	·	-3	11	-10	-24	-6
CC(=O)Nc1ccc(NC(=O)CSc2nnc(CC(C)O)n2-c2ccccc2)cc1 (stereo unspecified)	-0.2	0	-5	12	-1	-3	6	15	-2	8	4
CCc1ccc2nc(NC(=O)c3ccc(N4C(=O)CCC4=O)cc3)sc2c1	-0.5	0	-1	-154	-119	15	0	12	-64	-21	-1
COc1ccc(-c2ccc(=O)n(CC(=O)NC3CCc4ccccc43)n2)cc1OC (stereo unspecified)	4.6	1	-4	7	-18	-1	-13	-4	-11	5	-4
CCc1cccc(CC)c1NC(=O)CCCSc1nc2ccccc2s1	-1.0	-6	-2	15	14	1	16	-8	-21	25	0
CC1CCC(NC(=O)c2ccc3c(c2)OCO3)CC1 (stereo unspecified)	-0.4	-13	·	-43	-93	-2	-1	13	-136	-43	0
COC(CNC(=O)C1CCCN(S(=O)(=O)c2ccc3c(c2)oc(=O)n3C)C1)OC (stereo unspecified)	-0.2	2	-2	11	15	1	2	2	-13	-8	2
COc1ccc(-c2csc(C(O)c3ccc(F)c(OC)c3)n2)cn1 (stereo unspecified)	-3.0	-3	-4	2	3	·	·	0	-11	5	5
Cc1cc(SCC(=O)c2ccccc2)nc(SCC(=O)c2ccccc2)n1	1.0	11	-4	-6	12	1	15	-9	-20	19	0
COC(=O)[C@H](C)NC(=O)NC1CCCc2ccccc21 (stereo partly specified)	-1.8	2	-10	7	22	5	16	-2	8	10	2
CCCOC(=O)c1ccc(NC(=O)c2cccc(S(=O)(=O)N3CCN(C(C)=O)CC3)c2)cc1	0.5	-14	-2	-7	-9	-1	34	-7	-19	29	4
CC1CN(C(=O)c2ccccc2C(=O)c2ncc[nH]2)CC(C)O1 (stereo unspecified)	0.6	-1	-9	11	-6	1	-7	15	-11	-1	6
O=C(NCC(=O)N1CCN(S(=O)(=O)c2c(F)cccc2F)CC1)c1ccccc1F	1.5	15	-7	-1	-13	·	2	-2	22	-8	0
Nc1nc2n(n1)C(c1ccco1)CC(c1ccc(Cl)cc1)N2 (stereo unspecified)	-1.7	1	-5	-10	-1	2	10	9	-5	24	-1
O=C(NC1CCCCC1)N1CCN(C2CCCCC2)CC1	2.7	10	-4	-5	10	2	12	-10	-10	-14	0
CN(c1ccccc1C(=O)Nc1ccc2c(c1)OCO2)S(C)(=O)=O	-0.5	1	-4	-31	-9	1	-4	1	-9	-15	0
COc1cccc(NC(=O)CCSc2ccc(C)cc2)c1	0.2	-3	-19	-13	-14	2	-1	-7	9	-7	3
Cn1nc(C(F)(F)F)c(/C=N/OC(=O)c2ccccc2Cl)c1SCc1ccc(Cl)cc1	-1.7	-9	-4	-78	39	1	-5	-3	7	9	3
COc1cc2cc(OC(C)=O)c3cc4c(cc3c2c(OC)c1OC)OCO4	-1.3	·	-10	6	·	·	·	·	3	·	-6
CSc1nnc(CCCCCCCCc2nnc(SC)o2)o1	-0.1	2	-5	11	11	4	-6	-2	-8	-5	6
Cc1nonc1OCCNCc1c(C(=O)N(C)C)nc2ccc(Cl)cn12	1.5	4	-3	2	2	3	-7	-2	3	9	-2
Cc1ccc(C)c(Cn2nc(-c3cc(C)ccc3C)ccc2=O)c1	-0.4	-6	-5	14	0	1	10	-39	1	22	0
CC(Sc1cccc[n+]1[O-])C(=O)NC1CCCCC1C (stereo unspecified)	2.7	12	-2	13	3	·	-2	-1	-7	5	0
Nc1nnc(SCC(=O)Nc2ccc(F)c(Cl)c2)n1-c1ccccc1	0.3	3	1	7	1	2	1	-1	-6	1	-6
O=c1oc2ccccc2cc1-c1ccccc1	1.0	-5	-5	-220	-180	0	-56	-5	-37	-61	-2
CNC(=O)c1cnc(-c2ccccc2)nc1-c1ccccc1	-0.4	1	-5	15	17	1	-10	-5	-11	-16	-3
COc1ccccc1NC(=O)C1CCN(C(=O)c2ccco2)CC1	0.6	-2	-3	5	3	-5	3	-2	-3	-12	5

Reprinted at random: six records from the list
SMILES	iPSC survival up	Cardio protect	CaV13 FRET inh	HIF-2a block	Peg3 prom inh	NR2E3 ag-1	MITF TRPM1 inh	PDI inh	NR2E3 ag-2	Shn3 3UTR inh	HTR2A ag
COc1ccccc1NC(=O)C1CCN(C(=O)c2ccco2)CC1	0.6	-2	-3	5	3	-5	3	-2	-3	-12	5
Cn1nc(C(F)(F)F)c(/C=N/OC(=O)c2ccccc2Cl)c1SCc1ccc(Cl)cc1	-1.7	-9	-4	-78	39	1	-5	-3	7	9	3
Nc1nnc(SCC(=O)Nc2ccc(F)c(Cl)c2)n1-c1ccccc1	0.3	3	1	7	1	2	1	-1	-6	1	-6
COc1cc2cc(OC(C)=O)c3cc4c(cc3c2c(OC)c1OC)OCO4	-1.3	·	-10	6	·	·	·	·	3	·	-6
Cc1nonc1OCCNCc1c(C(=O)N(C)C)nc2ccc(Cl)cn12	1.5	4	-3	2	2	3	-7	-2	3	9	-2
CC(Sc1cccc[n+]1[O-])C(=O)NC1CCCCC1C (stereo unspecified)	2.7	12	-2	13	3	·	-2	-1	-7	5	0

Six entries out of the list above, sorted by the value under MITF TRPM1 inh, low to high.
SMILES	MITF TRPM1 inh
O=c1oc2ccccc2cc1-c1ccccc1	-56
Cc1nonc1OCCNCc1c(C(=O)N(C)C)nc2ccc(Cl)cn12	-7
CSc1nnc(CCCCCCCCc2nnc(SC)o2)o1	-6
CC(Sc1cccc[n+]1[O-])C(=O)NC1CCCCC1C (stereo unspecified)	-2
Nc1nnc(SCC(=O)Nc2ccc(F)c(Cl)c2)n1-c1ccccc1	1
COc1ccccc1NC(=O)C1CCN(C(=O)c2ccco2)CC1	3

Further records follow.
SMILES	iPSC survival up	Cardio protect	CaV13 FRET inh	HIF-2a block	Peg3 prom inh	NR2E3 ag-1	MITF TRPM1 inh	PDI inh	NR2E3 ag-2	Shn3 3UTR inh	HTR2A ag
Cc1cccc2c1cnn2C(=O)CCC(=O)NCc1ccc(F)cc1	4.4	12	-12	14	-2	-1	-7	·	-5	-17	1
O=C1c2ccccc2C(=O)N1OCc1ccccc1	-1.4	6	-5	6	4	6	0	-4	-41	-10	-1
CCOC(=O)N1CCN(C(=O)Cn2nc(C)c3sc4ccccc4c3c2=O)CC1	4.5	3	·	4	20	-2	9	6	-10	4	3
Clc1ccc(C(c2ccccc2)N2CCN(c3ccccn3)CC2)cc1 (stereo unspecified)	0.1	-13	-6	17	8	1	0	-3	-2	·	0
Cc1ccc(C(=O)N2CCN(c3ccccc3Cl)CC2)cc1[N+](=O)[O-]	2.5	-2	2	5	15	-3	0	-4	-13	-1	-6
O=C(NC1CCCC1)c1cccc(Oc2ccccc2)c1	-0.6	-6	9	-141	-129	-2	-23	3	-46	-44	3
CC1(C)OC(=O)C2=C(C[C@@H](CCOCc3ccccc3)O[C@H]2c2ccc(F)cc2)O1	1.2	-1	-4	10	10	·	·	·	4	10	-9
Cc1sc2ncn(CC(=O)N3CCCCC3)c(=O)c2c1C	-0.3	4	1	2	-5	-4	-10	-8	-6	-14	-1
O=C(SCC(O)C(O)CS)c1cccs1 (stereo unspecified)	-1.5	-2	-9	9	19	4	-1	0	-1	12	2
Cc1cc(-c2ccc(C(C)C)c(S(=O)(=O)N3CCN(c4ccccn4)CC3)c2)on1	0.1	-3	-2	11	32	3	29	3	-29	29	2
O=C(NCc1cccnc1)/C(=C/c1ccccc1)NC(=O)c1ccccc1	0.8	5	-19	11	0	3	7	-3	-2	4	6
c1cncc(-c2nc(N3CCCCCC3)c3ccccc3n2)c1	0.3	24	·	-6	32	2	8	-1	1	14	-6
O=C(COC(=O)/C=C/c1cccc([N+](=O)[O-])c1)NCCCN1CCCC1=O	-0.2	1	-2	11	11	-2	13	1	-4	-2	4
COc1ccc2oc3ccc(OC)cc3c(=O)c2c1	0.6	-3	-6	-209	-323	1	-51	2	-88	-103	-3
CCOC(=O)C1=C(C)N=c2s/c(=C\c3ccc(OCC(=O)O)cc3)c(=O)n2C1c1ccccc1 (stereo unspecified)	-0.6	12	-5	20	2	-1	3	4	-16	-15	0
Cc1ccc(CN(C)S(=O)(=O)c2c(C)noc2/C=C/N(C)C)cc1	-0.6	-4	-3	14	20	-1	5	-5	-4	12	-2
CN1C(=O)N(CC(=O)Nc2nccs2)C(=O)C12CCCCC2	-0.4	2	-2	5	-4	3	6	-4	-19	10	-3
O=C(NCc1ccccc1CN1CCCC1)c1ccc(Cl)c(N2CCCC2=O)c1	6.2	4	-3	12	-3	4	-4	-1	-28	-3	-5
O=C(CNC(=S)NC(=O)C1CCCCC1)c1ccccc1	-0.2	-7	-5	-179	-176	1	-88	4	-20	-81	1
